Compound activity: PubChem BioAssay, Southern Research Specialized Biocontainment Screening Center
tuberculosis growth – growth inhibition of non-replicating M. tuberculosis (AID 488890). Mycobacterium tuberculosis non-replicating, growth inhibition; higher % means a stronger effect. one-dose inhibition, % at 25 µM; IC50 in µM for titrated hits. 320,000 tested, 0.39% active; in the data active = a potency from the dose series; inconclusive = inhibition mostly from about 82% at the one dose, without a potency; inactive = the rest, 99 in 100 with inhibition below about 76%;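 note: plate controls were DMSO cells for no effect and high antibiotic wells for full effect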
M. tuberculosis HTS – M. tuberculosis growth inhibition, HTS (AID 449762). 330,000 tested, 0.59% active. M. tuberculosis H37Rv growth inhibition, 7H9 media; higher % means a stronger effect. inhibition, % at 25 µM; hits with a dose series show IC50 in µM; in the data active = a potency from the dose series; inconclusive = inhibition above about 70% without an active follow-up result;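 note: bacterial growth assessed after seven days of incubation; strong numbers were not always called active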
inhibitors of VEEV – inhibitors of VEEV TC-83 cytopathic effect, confirmation, Vero cells (AID 588727); Vero cells, VEEV TC-83 cytopathic effect inhibition; higher % means a stronger effect; inhibition, % at 20 µM, or IC50 in µM where a hit was titrated; 350,000 tested, 0.13% active; in the data active = a potency from the dose series; inconclusive = inhibition mostly from about 14% at the one dose, without a potency; inactive = the rest, 99 in 100 with inhibition below about 12%; note: strong numbers were not always called active
Salmonella PhoP GFP – Inhibition of PhoP regulon, Salmonella typhi GFP reporter cells, confirmation, 4 h (AID 1850) | Salmonella Typhi PhoP-promoter GFP reporter, fluorescence, 4 h; higher % means a stronger effect | one-dose inhibition, % at 50 µM; IC50 in µM for titrated hits | 310,000 tested, 0.33% active; in the data active = a potency from the dose series; inconclusive = inhibition mostly from about 25% at the one dose, without a potency; inactive = the rest, 99 in 100 with inhibition below about 19%;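 note: 0% = induced wells with vehicle and 100% = uninduced wells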
H1N1 NS1A inhibition – NS1A inhibition, H1N1 influenza, cell based functional assay (AID 504329); inhibition, % at 12.5 µM; hits with a dose series show IC50 in µM; 340,000 tested, 0.3% active; NS1A functional cell-based assay, percent inhibition; higher % means a stronger effect; in the data active = a potency from the dose series; inconclusive = inhibition above about 27% without an active follow-up result; note: strong numbers were not always called active
inhibitors of VEEV 10K pilot screen – second read-out of inhibitors of VEEV, no call of its own (marks repeat the call); inhibition, %; measured here: 10K pilot screen inhibition
Starred values were filed as active, the others as inactive; i = inactive; ? = inconclusive; . = no result given.

SMILES | tuberculosis growth | M. tuberculosis HTS | inhibitors of VEEV | Salmonella PhoP GFP | H1N1 NS1A inhibition | others
CCOc1cc(CNCCc2c[nH]c3ccccc23)cc(Cl)c1OCC | 79% | 18% | i | -2% | 19%
COc1ccc(C(=O)O/N=C2\CCCc3nonc32)cc1 | 3% | -1% | 0.4% | -1% | -6%
CC(=O)NCCCNc1ccc([N+](=O)[O-])cc1 | 8% | -4% | 1.4% | 4% | 0%
Cc1nc2cc(N)ccc2n1-c1ccccc1 | 32% | 3% | 1.7% | -21% | -5%
CN(C)c1ncnc2c1NC1=C(S2)C(=NCCCC(=O)O)CC(C)(C)C1 | -2% | 4% | i | -14% | 4%
CCOC(=O)N1CCN(C(=O)CN(C2CCCCC2)S(=O)(=O)c2c(C)cc(C)cc2C)CC1 | 15% | 5% | i | 4% | -6%
O=C(NCCCl)C1Cc2c(ccc3ccccc23)O1 (stereo unspecified) | 0% | -5% | 1.6% | 5% | -8%
Cc1nc(N2CCOCC2)nc(N2CCCCC2C)c1[N+](=O)[O-] (stereo unspecified) | -3% | -11% | 1.0% | 1% | 5%
Cc1[nH]c(C)c(S(=O)(=O)N2CCN(c3cccc(C(F)(F)F)c3)CC2)c1C(=O)N1CCCC1 | 17% | 5% | 0.9% | 6% | 10%
CCOC(=O)C1CCCN(C(=O)c2ccc(NS(=O)(=O)c3ccc4[nH]c(=O)[nH]c4c3)cc2)C1 (stereo unspecified) | . | . | 5.1% | . | 1%
CCN(CC)CCn1c2c(c(SCC(=O)Nc3ccc4c(c3)OCCO4)nc1=O)CCCC2 | 4% | 0% | 4.6% | 6% | -4%
Cc1ccc(CCNC(=O)C2CCC(=O)N(Cc3ccccc3F)C2)o1 (stereo unspecified) | 11% | -9% | 2.2% | -8% | -3%
CCOc1cc(/C=C/C(=O)N(CC)CC(=O)NCc2cccs2)cc(Cl)c1OC | . | -5% | 1.2% | -3% | -7%
Cc1cc(C)c(C)c(S(=O)(=O)N2CCC(C(=O)Nc3ccncc3)CC2)c1C | 23% | 52% | 2.4% | -2% | -6%
COC(=O)NC1CCC(NC(=O)OC)CC1 (stereo unspecified) | 4% | -1% | 0.7% | -3% | -7%
O=C(COc1ccc(F)cc1)N/N=C/c1cccc2cccnc12 | 3.8µM* | ? | 7.9% | 4% | -1%
Cc1cc(OCC(=O)NCCc2ccc(S(N)(=O)=O)cc2)c2c(C)c(C)c(=O)oc2c1 | -1% | 13% | 0.5% | -1% | 7%
O=C(CN1C(=O)COc2ccc(Cl)cc21)Nc1ccccn1 | -7% | 3% | 0.2% | 1% | 1%
CCC(NS(=O)(=O)c1ccc2c(c1)Cc1cc(S(=O)(=O)NC(CC)C(=O)O)ccc1-2)C(=O)O (stereo unspecified) | 8% | -5% | 0.4% | -6% | 0%
O=S(=O)(Cc1ccccc1)NCC1CCCO1 (stereo unspecified) | 13% | -6% | 1.5% | -1% | -4%
Cn1c(=O)cc(SCC(=O)NCCCN2CCN(c3ccccc3F)CC2)c2ccccc21 | 16% | 0% | 4.2% | -4% | 3%
CCc1nnc(NS(=O)(=O)c2ccc(NC(=S)Nc3ccc(F)cc3)cc2)s1 | 67% | 1% | 1.5% | 10% | -3%
CSCC(=O)N1CCCC(CNC(=O)c2ccc(-c3ccccc3)cc2)C1 (stereo unspecified) | 69% | 3% | i | -3% | -29%
NS(=O)(=O)c1ccc(CCNS(=O)(=O)c2ccc3c(c2)NC(=O)CO3)cc1 | -10% | 8% | 1.5% | -4% | 5%
O=C(OC1CCOC1=O)c1ccc(S(=O)(=O)N2CCCCCC2)cc1 (stereo unspecified) | 0% | -6% | 5.4% | 3% | 4%
CCN(CC(=O)NCC(=O)Nc1cccc(C)c1C)Cc1ccccc1 | 4% | -17% | 4.4% | -10% | 14%
CC(=O)/C(=N\Nc1ccc(Cl)cc1Cl)Sc1cccc2cccnc12 | ? | ? | 5.2% | -5% | 18%
c1ccc(Cc2nc3ccccc3s2)cc1 | . | . | 1.0% | . | -6%
CC(C)N1CCN(Cc2cccc3nonc23)CC1CCO (stereo unspecified) | 3% | -8% | 0.5% | 11% | -1%
O=C(OCC(=O)N1CCCc2ccccc21)c1cc(S(=O)(=O)N2CCOCC2)ccc1Cl | 6% | 3% | 5.7% | 2% | 0%

Retrieved by structure from the list above, two records:
SMILES | tuberculosis growth | M. tuberculosis HTS | inhibitors of VEEV | Salmonella PhoP GFP | H1N1 NS1A inhibition | others
c1ccc(Cc2nc3ccccc3s2)cc1 | . | . | 1.0% | . | -6%
CCc1nnc(NS(=O)(=O)c2ccc(NC(=S)Nc3ccc(F)cc3)cc2)s1 | 67% | 1% | 1.5% | 10% | -3%

Following part.
SMILES | tuberculosis growth | M. tuberculosis HTS | inhibitors of VEEV | Salmonella PhoP GFP | H1N1 NS1A inhibition | others
COc1cccc(/C=N/n2c(C)nc3ccccc3c2=O)c1O | 52% | 3% | 0.8% | 5% | 4%
CCOC(=O)C1CCN(C(=O)c2sc3nc(-c4ccccc4)cn3c2C)CC1 | 9% | -20% | 4.2% | -3% | 4%
O=C(CNC(=O)N1CC(=O)Nc2ccccc21)Nc1ccccc1 | -11% | 2% | 1.2% | 2% | -2%
Cc1[nH]n(-c2ccc(Cl)cc2)c(=O)c1C(=O)c1ccccc1 | ? | ? | 0.9% | -11% | -8%
CC(C)CCOP(N)(=O)Oc1ccccc1Cl (stereo unspecified) | 55% | 1% | 1.4% | -7% | -11%
COc1cccc(S(=O)(=O)Nc2ccc3c(c2)OCCO3)c1 | 63% | 6% | 0.3% | -1% | -5%
CN(CC(=O)Nc1ccc(F)cc1)C(=O)c1ccncc1 | 4% | 2% | 2.4% | -9% | -8%
Cc1cccc(N2CCN(c3ccc4cc(S(=O)(=O)N5CCCCC5)ccc4n3)CC2)c1C | 0% | 10% | 0.9% | 3% | -2%
CN(CC(=O)Nc1ccccc1Cl)C(=O)CCSc1ccc(F)cc1 | 50% | -7% | 0.5% | 7% | -9%
O=C(c1ccc2ccccc2n1)N1CCN(S(=O)(=O)c2ccccc2)CC1 | 1% | -7% | 7.0% | . | -9%
CCCn1c2ccc(/C(C)=N\O)cc2c2cc(/C(C)=N/O)ccc21 | 9% | 2% | 8.4% | -4% | -5%
CC[C@@H](C)[C@@H]1CN([C@@H](CN2CCC[C@H]2CN2C(N)=NC[C@H]2CC(C)C)C(C)C)C(=N)N1CCc1ccc(Cl)c(Cl)c1 | ? | ? | 0.3% | . | 10%
O=C(NC(=S)N(Cc1ccccc1)Cc1ccccc1)c1ccccc1F | 20% | 37% | i | 2% | -25%
C[C@H](NC(=O)c1[nH]cnc1C(=O)Nc1ccccc1)c1ccccc1 | ? | ? | 4.0% | . | -1%
O=C(Nc1ccccc1)N1CCC(C(=O)N2CCN(c3ccccc3F)CC2)CC1 | 15% | 6% | 0.8% | -1% | -10%
CCOC(=O)c1ccc(NC(=O)CC2NCCNC2=O)cc1 (stereo unspecified) | 3% | 5% | i | 0% | -13%
Cc1ccc(-n2c(=S)sc3c(=O)n(-c4ccccc4F)c(SCC(=O)O)nc32)cc1C | -8% | 4% | i | 0% | 3%
O=C(CN1C(=O)/C(=C/c2cccc(Cl)c2)SC1=S)NC1C=CS(=O)(=O)C1 (stereo unspecified) | -10% | 2% | 0.1% | -3% | 1%
CC/C(=N\NC(=O)c1ccoc1C)c1ccc(C)o1 | 0% | 1% | 2.1% | -6% | 1%
CC(C)c1nc(N2CCOCC2)c(C#N)c2c1CCCC2 | 43% | 7% | 2.3% | -2% | 2%

5 entries from above, sorted by heavy-atom count, descending:
SMILES | tuberculosis growth | M. tuberculosis HTS | inhibitors of VEEV | Salmonella PhoP GFP | H1N1 NS1A inhibition | others
Cc1ccc(-n2c(=S)sc3c(=O)n(-c4ccccc4F)c(SCC(=O)O)nc32)cc1C | -8% | 4% | i | 0% | 3%
O=C(NC(=S)N(Cc1ccccc1)Cc1ccccc1)c1ccccc1F | 20% | 37% | i | 2% | -25%
O=C(CN1C(=O)/C(=C/c2cccc(Cl)c2)SC1=S)NC1C=CS(=O)(=O)C1 (stereo unspecified) | -10% | 2% | 0.1% | -3% | 1%
C[C@H](NC(=O)c1[nH]cnc1C(=O)Nc1ccccc1)c1ccccc1 | ? | ? | 4.0% | . | -1%
CCCn1c2ccc(/C(C)=N\O)cc2c2cc(/C(C)=N/O)ccc21 | 9% | 2% | 8.4% | -4% | -5%

Carrying on.
SMILES | tuberculosis growth | M. tuberculosis HTS | inhibitors of VEEV | Salmonella PhoP GFP | H1N1 NS1A inhibition | others
COc1ccccc1NC(=O)c1ccccc1NC(=O)c1cccs1 | 4% | -13% | 6.9% | 2% | 4%
COC(=O)c1ccccc1NC(=O)CN1CCN(C23CC4CC(CC(C4)C2)C3)CC1 | 13% | 10% | 0.1% | 1% | -5%
O=C(CNCCC1=CCCCC1)Nc1ccc(N2CCCCCC2)cc1 | ? | 31% | 13% | 30µM* | 14µM*
Cn1cc(C(=O)N/N=C/C2=C(N3CCOCC3)C(=C\c3ccccc3)/CC2)ccc1=O | 22% | 1% | 9.9% | -10% | 5%
CCN(CC)c1ccc(S(=O)(=O)N(CC)CC)cc1NC(=O)C1CCCC1 | 2% | 3% | i | -4% | -4%
O=C(CCn1cncn1)N1CCN(S(=O)(=O)c2ccc(Cl)cc2)CC1 | -12% | -5% | 0.8% | -6% | 2%
Cc1cc(C)cc(NC(=O)C2CCN(S(C)(=O)=O)CC2)c1 | -1% | -2% | i | 6% | -4%
CN(Cc1ccc(F)cc1)C(=O)CNC(=O)C1CCCCC1 | 0% | 0% | i | -17% | -10%
N#CC1=C(SCc2ccccc2)NC(=O)CC1c1ccccc1 (stereo unspecified) | 22% | 3% | i | 0% | 19% | inhibitors of VEEV 10K pilot screen=0.2
C=CCn1c(=S)[nH]c2cc(C(=O)N3CCN(c4ccccc4OC)CC3)ccc2c1=O | 59% | 6% | 6.2% | . | -6%
CCOc1ccccc1OCCC(=O)Nc1ccc(F)c(Cl)c1 | 33% | 4% | i | -8% | -5%
CCC/C(=N\NC(=O)c1ccccc1C)c1ccccc1 | -9% | -4% | 1.5% | -5% | 5%
CCOC(=O)c1oc2c(C)c(O)ccc2c(=O)c1-c1nncn1-c1ccccc1 | 1% | -4% | i | -6% | -9%
COc1ccc(CCNC(=O)CSc2nnc(CNC(=O)c3ccco3)o2)cc1OC | -4% | -2% | 1.1% | 11% | 15%
CCC(C)Sc1ccc([C@@H]2[C@@H]3C(=O)N(C)C(=O)[C@@H]3[C@]3(C(=O)OC)CCCCN23)cc1 (stereo partly specified) | -2% | -4% | ? | 3% | -6%
CN(C)c1ccc(/C=C2\CC3C4CC=C5CC(O)CCC5(C)C4CCC3(C)C2=O)cc1 (stereo unspecified) | 8% | 16% | i | -12% | 11%
CN(c1cccc(NC(=O)Cc2ccccc2)c1)S(C)(=O)=O | 8% | 5% | 1.4% | 13% | -11%
N/C(=N\OC(=O)Nc1ccccc1)c1ncc(C(F)(F)F)cc1Cl | 8% | -5% | 3.0% | 1% | -2%
O=C(O)CN1C(=O)/C(=C\c2cc(Br)ccc2OCc2ccccc2F)SC1=S | 5% | 3% | 0.5% | -43% | -3%
CCC1CCCCN1c1ccc([N+](=O)[O-])cc1/C=N/NC(=O)Cn1c2ccccc2c(=O)c2ccccc21 (stereo unspecified) | 51% | 1% | 6.0% | -5% | -2%
Cc1ccc(OCCCSc2n[nH]c(N)n2)cc1 | 47% | 5% | 1.6% | 0% | 10%
O=C(c1ccco1)N1CCN(C(=O)c2ccc(CS(=O)c3cccc(Cl)c3)o2)CC1 (stereo unspecified) | 15% | 2% | 2.7% | 4% | -3%
N#Cc1ccccc1OCC(=O)NCC(c1ccc(F)cc1)N1CCOCC1 (stereo unspecified) | 3% | -6% | i | . | -20%
Cc1cc(C)nc(SCc2nnc(SCC(=O)Nc3cc(C(F)(F)F)ccc3Cl)o2)n1 | 13% | -6% | i | -2% | 0%
O=C(N/N=C/c1c[nH]c2ccc(Br)cc12)C1CC1 | 5% | 2% | 0.3% | 8% | 21%
Cc1nnc(SCC(=O)N2CCN(S(=O)(=O)c3ccc(Cl)cc3)CC2)[nH]c1=O | 7% | 0% | 2.1% | -11% | 10%
O=[N+]([O-])c1ccc(N2CCSCC2)cc1O | -21% | -2% | 4.6% | -1% | 3%
CCOc1ccccc1NC(=O)c1ccccc1-c1nc(-c2ccccc2)no1 | 10% | -3% | 9.3% | -2% | -7%
CS(=O)(=O)N(CC(=O)NCCSc1ccccn1)c1ccc(F)cc1 | -2% | -13% | 1.9% | 6% | 5%
O=S(=O)(NCCc1nc2ccccc2[nH]1)c1ccccc1 | . | . | 1.1% | . | -22%
